Assay outcomes: PubChem, several laboratories
PMI inhibitors – inhibitors of human PMI, primary screen, biochemical, fluorescence intensity, coupled assay (AID 1209). Mannose-6-phosphate isomerase (Homo sapiens). purified PMI enzyme, coupled fluorescence intensity; higher % means a stronger effect. inhibition, % at 20 µM, or IC50 in µM where a hit was titrated. hit rate 0.42% among 190,000; in the data active means inhibition above about 50%;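 further: plate controls were DMSO vehicle for no effect and wells lacking substrate for full effect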
b-catenin transl – modulators of beta-catenin nuclear translocation, primary screen, imaging, HeLa cells, immunofluorescence, high-content; nuclear translocation activity, % at 5 µM; hit rate 0.3% among 190,000; AID 1665, 2009;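 active means nuclear translocation activity above 50% at 5 µM, with a well cell count of 50 or more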;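 further: per-cell ratio of nuclear to cytoplasmic median beta-catenin stain intensity; plate controls were DMSO negative control for no effect and GSK-3 inhibitor IX positive control for full effect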
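Signal – beta-catenin immunofluorescence imaging with DAPI · Test system – human HeLa cell line · Dosing – 5 µM primary single dose, 0.1% DMSO, 0.02–20 µM confirmation series · Measure – % activation, nuclear-to-cytoplasmic median beta-catenin signal ratio per cell · Incubation – 24 h compound exposure at 37°C, 5% CO2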
Myeloid diff 2 – induction of myeloid progenitor differentiation, primary screen, cell-based, flow cytometry, MLPCN library; calls only at 10 µM; hit rate 1% among 360,000; AID 624256, 2012; ER-HoxA9 myeloid progenitors, lysozyme-GFP differentiation;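 active means normalized GFP-positive differentiation at or above the plate's own cutoff, the solvent-only control mean plus 3 SD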;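 further: cells exposed to compound for four days before flow analysis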
Ins promoter up – insulin promoter activators in MIN6 cells, imaging, high-content screening, mouse beta cells | MIN6 insulin promoter-GFP reporter; stronger effect = higher value | z-score at 5 µM | hit rate 0.3% among 190,000;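 active means z-score above 3 at 5 µM with at least 500 cells counted in the well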
MT stabilize HCS – microtubule stabilizers in HeLa cells, primary screen, imaging, high-content imaging. HeLa tubulin immunostaining HCS, 24 h; share of cells brighter than vehicle mean+2SD. % tubulin-high responders, % at 10 µM. hit rate 0.83% among 200,000. AID 2205, 2009;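 active means plate Z-score above 3 for both tubulin-high and condensed-nucleus cell shares, with cell loss under 80%, at 10 µM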;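 further: anti alpha tubulin signal scored within the nucleus-defined area of each cell; some results filed as inactive read as strong as hits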
T cell HTS – modulators of CD8 T cell-vesicle binding, primary screen, mouse 2C CD8+ T cells, flow cytometry | 2C CD8+ T cell-vesicle binding; stronger effect = lower value | hit rate 0.068% among 330,000 | calls only at 7 µM;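 active means response, share of CD8 T cells binding vesicles, and their 90th percentile fluorescence all below set limits, cut at about 80% in these data, passing the limit was not always enough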
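System: murine 2C transgenic CD8+ T lymphocytes; also added: QL9-loaded Drosophila micro-vesicles; times: binding 1.5 h at 37 °C; measured by: flow cytometry, PE anti-B7-1 (FL2) versus Alexa647 anti-CD8 (FL8), PFA-fixed; control set: Peptide-free naked vesicles (low) and QL9 vesicles with 0.7% DMSO vehicle (high)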
Dynein cargo inh – inhibitors of GR-EGFP nuclear translocation, primary screen, dynein cargo transport inhibitor project, imaging, high-content, 3617.4 mouse cells; test concentration mostly 20 µM; stimulated with dexamethasone, 1 µM; stronger effect = lower value; z-score, hits read low; hit rate 0.47% among 220,000;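 active means plate z-score of nuclear minus cytoplasmic receptor signal below a set negative limit, without overly bright fluorescence or cell loss, cut at about -3.5 in these data, passing the limit was not always enough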;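 further: z-score of nuclear minus cytoplasmic ring GR-EGFP intensity difference per well; some compounds called inactive have numbers as strong as hits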
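Also added: dexamethasone, 1.0 µM final. Medium: tet-free, stripped-serum medium. Detection: fixed, Hoechst-stained cells imaged at 10x for EGFP. Read-out: nuclear-to-cytoplasmic GR-EGFP distribution per well. Times: induction 48 h, compound 1 h, agonist 30 min.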
TNAP activation fold – human TNAP enzyme activators, primary screen, biochemical, luminescent, no phosphate acceptor, uHTS (AID 1001) | Alkaline phosphatase, tissue-nonspecific isozyme (Homo sapiens) | purified TNAP, luminescent activation assay, no phosphate acceptor; higher activation fold means a stronger effect | activation fold at 20 µM, or EC50 in µM where a hit was titrated | hit rate 0.03% among 200,000; in the data active means activation fold from about 3, or a potency from the dose series; inactive means the rest, 99 in 100 with activation fold below about 1.6; further: many of its hits are not listed in these tables
Hep lipid drop – inhibitors of hepatocyte lipid droplet formation, primary screen, imaging, high-throughput imaging, BODIPY stain; AML12 mouse hepatocytes, oleate lipid droplets; inhibition, % at 6.5 µM; hit rate 0.4% among 240,000; AID 1656, 2009;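 active means lipid droplet intensity inhibited by at least 50%, with more than 500 cells counted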
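Technique: fluorescence imaging, 20x objective, two fields per well / Assay system: AML12 hepatocytes (mouse) / Measure: % inhibition of lipid droplet signal / Doses: 6.5 µM single-point dosing / Incubation: overnight exposure / Reagent: 100 µM oleic acid challenge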
Dynein cargo inh cytoplasmic EGFP – recorded beside Dynein cargo inh, whose call it bears; z-score; measured here: cytoplasmic GR-EGFP intensity; stronger effect = higher value
Dynein cargo inh nuclear GR-EGFP – also measured in Dynein cargo inh; calls as there; z-score; measured here: nuclear GR-EGFP intensity;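 lower value marks the stronger effect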
Dynein cargo inh cell count – also measured in Dynein cargo inh; calls as there; z-score; measured here: cell count per field
Ins promoter up cell count – second read-out of Ins promoter up, no call of its own (marks repeat the call); cell count; measured here: cytotoxicity, nuclei count;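 total cells summed across four imaged fields per well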
Hep lipid drop cells 6.5 µM – second read-out of Hep lipid drop, no call of its own (marks repeat the call); cell count; measured here: cell count, cytotoxicity flag;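 cells counted across two imaged fields per well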
b-catenin transl cell count 5 µM – second read-out of b-catenin transl, no call of its own (marks repeat the call); cell count; measured here: cell count, cytotoxicity flag
T cell HTS vesicle-bound % – recorded beside T cell HTS, whose call it bears; double positive events, %; measured here: CD8+ vesicle-bound cell fraction;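 binding gate set so that unloaded-vesicle control wells show 10% double positive cells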
MT stabilize HCS Hoechst-high % – further read-out of MT stabilize HCS, marked with its call; % Hoechst-high responders; measured here: nuclear condensation Hoechst responders;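 share of cells brighter than vehicle mean plus two SD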
MT stabilize HCS cytotoxicity % – also measured in MT stabilize HCS; calls as there; toxicity, %; measured here: cytotoxicity by cell density;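 0% = mean cell density of plate MIN control wells and 100% = no cells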
Myeloid diff 2 GFP+ MAC1+ % – further read-out of Myeloid diff 2, marked with its call; GFP+ MAC1+ double positive, %; measured here: differentiation confirmed by MAC1 staining
Active calls of the source: *; i = inactive; · = not tested or not shown; + = active, no number.

SMILES	PMI inhibitors	b-catenin transl	b-catenin transl cell count 5 µM	Myeloid diff 2	Myeloid diff 2 GFP+ MAC1+ %	Ins promoter up	Ins promoter up cell count	MT stabilize HCS	MT stabilize HCS Hoechst-high %	MT stabilize HCS cytotoxicity %	T cell HTS	T cell HTS vesicle-bound %	Dynein cargo inh	Dynein cargo inh cytoplasmic EGFP	Dynein cargo inh nuclear GR-EGFP	Dynein cargo inh cell count	TNAP activation fold	Hep lipid drop	Hep lipid drop cells 6.5 µM
O=c1c2cc(NC(=S)N3CCCCC3)ccc2nc2n1CCCCC2	-10%	4.4	1012	i	0.8	-0.73	1267	5.1	3.1	2.8	i	12	-0.72	-0.26	0.019	0.62	1.1	3	663
CC(C)C(NS(=O)(=O)c1cccc2nsnc12)C(=O)NCc1ccco1 (stereo not drawn)	·	-0.4	1302	i	0.7	-0.11	956	·	·	·	i	56	1.7	-0.14	1.6	-1.2	·	-13	628
COc1cc(/C=N/NC(=O)CNC(=O)c2cccs2)ccc1O	3%	-1.3	952	i	0.9	-0.2	1202	2.9	1.2	6.0	i	50	-0.57	-0.23	-0.4	0.4	0.8	-4	606
CCCCNC(=O)c1ccccc1NC(=O)CN(c1ccccc1)S(=O)(=O)N(C)C	13%	-4.4	570	i	1.2	0.1	1403	4.7	1.3	5.3	i	14	0.15	-0.22	0.21	0.15	1.1	3	716
COc1cccc(OC)c1-c1nnc(-c2cn(C)c3ccccc23)o1	5%	-1.7	1088	i	0.2	-0.26	853	3.9	1.7	2.7	+	3.1*	-0.38	-0.096	0.085	0.13	1.1	7	815
CCN(CC)S(=O)(=O)c1cccc(C(=O)NC2CCCCC2)c1	14%	1.5	874	i	0.6	0.72	1116	1.5	1.5	0.8	i	45	1.1	-0.28	0.52	0.39	1.1	-7	707
CC1=C/C(=N\Nc2ccccc2[N+](=O)[O-])CC(C)(C)C1	-2%	·	·	i	0.3	0.09	1440	2.4	2.7	7.7	i	35	-0.17	-0.25	-0.53	0.0017	0.8	77*	706*
O=C(CN1C(=O)c2ccccc2C1=O)Nc1ccc(-c2nc3ccccc3o2)cc1	4%	1.4	1084	i	1.2	0.3	1322	2.6	2.2	8.4	i	40	0.24	-0.17	0.72	-1.4	1	-5	589
CCOC(=O)c1ccc(NC(=S)N2CCC(C(N)=O)(N3CCCCC3)CC2)cc1	13%	0.0	1002	i	1.3	-0.24	1492	2.5	1.6	7.8	i	7	-1.2	-0.15	-0.52	0.41	1	-4	690
CSc1nc(S(=O)(=O)c2ccc(C)cc2)c(Cl)s1	7%	-3.1	1100	i	0.2	-0.21	1290	3.3	1.7	7.5	i	19	-0.052	-0.34	-0.11	0.2	1.1	-22	675
Cc1noc(C)c1CSCC(=O)OCC(=O)N1CC(=O)Nc2ccccc21	4%	-2.7	1394	i	1.2	0.48	1487	3.0	4.8	9.7	i	41	-0.58	-0.17	-0.3	1.8	1.1	·	·
Cc1ccc(S(=O)(=O)c2nc(Nc3ccccc3)sc2Cl)cc1	23%	0.8	1132	i	0.3	-0.5	1456	3.6	1.7	9.0	·	·	0.37	-0.26	0.038	-0.11	1	-44	646
Cc1noc(C)c1-c1nc(CS(=O)(=O)c2ccc(F)cc2)no1	·	-4.4	1265	i	0.7	·	·	·	·	·	i	38	0.46	-0.27	0.0055	0.19	·	-4	770
CC(=O)Nc1ccc(-c2csc(N/N=C\c3ccncc3)n2)cc1	·	1.7	1322	i	0.4	-0.72	1009	·	·	·	i	18	0.25	-0.25	0.55	0.084	·	-8	722
C=CCn1c(SCc2nc3ccccc3c(=O)[nH]2)nc2ccccc2c1=O	-6%	2.9	1120	i	1.0	-0.49	985	3.0	2.3	1.2	i	51	0.037	-0.25	0.15	0.092	1	-19	774
CN(C)C=NC(=O)c1cc(C(=O)c2ccc(F)cc2)c[nH]1	-6%	0.8	1416	i	0.1	0.04	1411	1.6	0.8	1.6	i	12	-0.1	-0.28	0.066	0.077	1	-5	678
COCc1cc(C)nc(OCC(=O)N/N=C/c2ccc(OC)c(OC)c2)c1C#N	1%	3.5	491	i	0.1	-0.08	1330	3.4	1.6	7.9	i	60	0.36	-0.13	0.39	1.8	1.1	-3	616
COc1ccc(-c2cnnn2-c2ccc(NC(=O)c3ccc(S(=O)(=O)N4CCCCC4)cc3)cc2)cc1	27%	0.6	895	i	0.7	-0.71	1218	4.7	2.2	3.1	i	51	2.2	-0.21	0.86	-1.5	1.1	-6	587
COc1ccc(C(C(=O)Nc2ccc3c(c2)OCO3)N(C)C(=O)Cc2c[nH]c3ccccc23)cc1 (stereo not drawn)	14%	-0.4	1084	i	0.0	·	·	2.4	2.2	8.0	i	50	0.41	-0.27	0.25	0.34	1.3	14	613
Cc1ccc(C(=O)NCCSC(C)(C)C)cc1[N+](=O)[O-]	0%	-1.9	981	i	0.2	0.04	1266	1.5	2.2	5.9	i	31	-1.3	-0.25	-0.94	0.69	1.1	-2	607
CCCSc1nc(NCc2ccco2)c2c3c(sc2n1)COC(C)(CC)C3 (stereo not drawn)	0%	-0.2	1288	i	0.8	-0.15	1164	1.7	1.0	3.8	i	46	-0.014	-0.23	-0.26	0.42	1	·	·
O=C(Nc1cccc(NC(=O)c2cccnc2)c1)c1cccnc1	5%	·	·	i	0.9	-0.23	1167	2.6	1.3	5.3	i	47	-0.16	-0.24	0.22	0.42	1.1	6	684
CCCCC(CC)CNC(=O)C1CC=CCC1C(=O)O (stereo not drawn)	2%	0.2	1032	i	1.2	-0.08	1300	2.6	2.0	3.5	i	39	-0.46	-0.28	-0.69	1	1.2	-9	603
COc1cc(C(=O)OCCN2CCOCC2)cc(OC)c1OC	-2%	-1.4	1351	i	5.4	-0.01	1508	3.3	1.8	8.8	i	63	0.95	-0.33	0.56	-0.33	1.1	·	·
O=C(c1cc(C(=O)N2CCOCC2)c2nc3ccccc3n2c1)c1ccccc1O	·	-1.7	1118	·	·	0.14	1407	·	·	·	i	40	-0.37	-0.22	-0.15	1.6	·	9	754
CCOc1cnc(-c2c(-c3c(Cl)cccc3Cl)noc2C)o1	4%	-5.8	1066	i	0.6	0.62	1625	5.0	3.2	6.9	i	64	0.37	-0.27	0.46	0.61	1.1	-1	681
CCCS(=O)(=O)c1nc(S(=O)(=O)c2ccc(C)cc2)c(NCc2ccc3c(c2)OCO3)s1	6%	1.9	1012	i	0.7	0.57	1217	2.1	4.2	8.1	i	27	0.17	-0.12	0.59	-0.33	1.1	-2	720
CC(=O)c1cc2c(cc1NC(=O)c1ccco1)OCCO2	12%	-0.9	1528	i	1.2	-0.68	1340	3.5	1.6	1.0	i	65	0.51	-0.28	0.13	0.025	1.1	11	657
O=C(c1ccc2c(c1)OCO2)N1CCN(c2ccccc2)CC1	-14%	-0.3	791	i	0.5	-0.08	1195	7.0	2.4	4.1	i	53	0.13	-0.055	0.27	0.093	1.1	·	·
CCN(CC)C(=O)C1CCCN(Cc2ccccc2)C1 (stereo not drawn)	2%	-2.0	1069	i	7.9	-0.29	790	3.7	3.1	6.4	i	8	-0.54	-0.25	-0.5	0.45	1	5	769
Cc1[nH]c2ccccc2c1SCc1nnc(SCc2ccccc2)n1C	·	-1.5	1067	i	0.5	-0.24	1365	·	·	·	i	32	0.72	-0.27	0.33	-0.19	·	6	690
CCCOc1ccc(N2C(=O)CC(N3CCN(c4ccccc4OC)CC3)C2=O)cc1 (stereo not drawn)	-1%	·	·	i	2.3	-0.02	1003	4.9	3.8	3.4	i	20	-0.12	-0.13	0.23	-0.24	1.1	·	·
COc1ccccc1N1C(=O)C2CCC(c3ccccc3)CC2C1=O (stereo not drawn)	-2%	-2.8	581	i	0.2	-0.19	1390	1.3	2.8	6.7	i	19	1	0.7	0.24	-1.3	1.1	1	747
